# Bioassay records as filed in PubChem BioAssay.
# M1 ag parental = nonselective activator or artifact in parental CHO-K1 cells; Fluo-8 calcium fluorescence; scaled to maximal ATP response, vehicle zero; activation, % at 3 µM; 0.48% of 360,000 active; in the data active = activation above about 15%;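 also: untransfected CHO-K1 host cells lacking M1 receptor as counterscreen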
# CHO parental Ca = counter-screen: ATP calcium response change in parental CHO cells | parental CHO-K1, ATP-induced calcium, Fluo-8 fluorescence | inhibition, % at 5.6 µM | 0.63% of 330,000 active;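 active = inhibition above that plate's mean sample inhibition plus 3 SD, cut at about 26% in these data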;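 also: 0% = ATP-challenged DMSO wells and 100% = DMSO wells without ATP; some compounds past the cut are filed as inactive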
#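 Assay system: untransfected parental CHO cell line. Also added: ATP agonist challenge. Dosing: one dose, 5.6 µM nominal. Measured by: Fluo-8 fluorescence. Read-out: % inhibition. Benchmarks: ATP wells versus no-ATP DMSO wells. Repeats: no replicates.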
# CHO-K1 Ca PAM = M1 PAM counterscreen hit in parental CHO-K1 cells. ATP EC20, Fluo-8 calcium fluorescence; 0% at ATP EC20, 100% at ATP max. 0.02% of 360,000 active. activation, % at 3 µM;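 active = activation above the run cutoff, the mean activation of all test compounds plus 3 SD, cut at about 40% in these data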;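 also: peak over basal fluorescence ratio in a 140 s read after ATP addition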
# CHO-K1 Ca antag = counter-screen for M1 antagonists: effect in parental CHO-K1 cells; ATP-induced calcium, Fluo-8 fluorescence; inhibition, % at 3 µM; 0.6% of 360,000 active; AID 602250;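 active = inhibition above a per-plate cutoff, the plate's mean sample inhibition plus 3 SD, cut at about 24% in these data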;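 also: 0% = DMSO plus EC80 ATP and 100% = DMSO alone without ATP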
# M1 antag = human CHRM1 antagonism | AID 588852 | 1.3% of 360,000 active | inhibition, % at 3 µM | CHO-K1 hM1, Fluo-8 calcium fluorescence, ACh EC80 antagonist | P11229;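 active = percent inhibition above its own plate's cutoff, namely the mean of that plate's compound wells plus 3 SD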;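 also: peak over basal fluorescence ratio during 140 s after agonist addition; 0% = ACh EC80 plus DMSO and 100% = DMSO alone without agonist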
# Target sequence (P11229 whole entry, looked up): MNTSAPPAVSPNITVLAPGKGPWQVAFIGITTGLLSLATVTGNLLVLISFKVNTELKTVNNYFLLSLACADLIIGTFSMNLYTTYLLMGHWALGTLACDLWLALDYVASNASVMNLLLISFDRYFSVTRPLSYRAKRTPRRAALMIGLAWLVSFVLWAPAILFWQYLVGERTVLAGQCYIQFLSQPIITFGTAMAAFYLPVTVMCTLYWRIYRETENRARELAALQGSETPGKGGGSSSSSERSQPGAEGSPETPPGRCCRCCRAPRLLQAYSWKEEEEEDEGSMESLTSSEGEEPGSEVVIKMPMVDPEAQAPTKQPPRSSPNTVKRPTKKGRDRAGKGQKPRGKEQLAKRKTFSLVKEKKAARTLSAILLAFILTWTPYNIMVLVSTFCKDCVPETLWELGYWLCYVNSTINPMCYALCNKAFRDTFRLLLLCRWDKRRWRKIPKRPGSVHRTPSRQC
# M1 PAM = human CHRM1 positive allosteric modulation | AID 588819 | activation, % at 3 µM | CHO-K1 hM1, Fluo-8 calcium fluorescence, ACh EC20; 0% = ACh EC20, 100% = maximal ACh | 0.088% of 360,000 active; in the data active = activation above about 19%, passing the limit was not always enough
# M1 ag = activates human CHRM1 receptor | 0.33% of 360,000 active | activation, % at 3 µM | P11229 | CHO-K1 hM1, Fluo-8 calcium fluorescence, agonist mode; 0% DMSO, 100% acetylcholine EC100 | AID 588814;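 active = activation above the run's mean compound activation plus 3 SD, cut at about 16% in these data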;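 also: peak over basal fluorescence ratio within a 140 s kinetic read after compound addition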
# TAAR1 agonist = agonists of human TAAR1 | Q96RJ0 | CHO RD-HGA16 TAAR1, Fluo-8 calcium fluorescence; vehicle wells 0%, saturating PEA agonist 100% | activation, % at 3 µM | 0.99% of 360,000 active;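 active = activation above the mean activation of all test compounds in the run plus 3 SD, cut at about 38% in these data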
# Target sequence (Q96RJ0 whole entry, looked up): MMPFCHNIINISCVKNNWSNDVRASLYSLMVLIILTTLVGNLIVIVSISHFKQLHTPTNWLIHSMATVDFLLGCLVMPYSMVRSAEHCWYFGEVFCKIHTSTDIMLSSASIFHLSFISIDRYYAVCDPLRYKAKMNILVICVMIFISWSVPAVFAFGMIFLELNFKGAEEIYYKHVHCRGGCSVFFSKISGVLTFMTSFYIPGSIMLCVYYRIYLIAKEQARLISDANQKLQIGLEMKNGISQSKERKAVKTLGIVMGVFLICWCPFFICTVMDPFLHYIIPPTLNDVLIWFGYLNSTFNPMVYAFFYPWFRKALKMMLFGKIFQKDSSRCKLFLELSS
#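 System: CHO RD-HGA16 cells carrying human TAAR1 plus Gα16; Incubation: 17-24 h seeding, 75 min 37 °C dye, 30 min RT; Measured by: Fluo-8 fluorescence, 5 s baseline then 140 s kinetic read; Control set: DMSO and PEA EC100; Replication: single well for each compound.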
# TAAR1 antagonist = human TAAR1 antagonism | CHO RD-HGA16 TAAR1, Fluo-8 calcium fluorescence, antagonist | inhibition, % at 3 µM | 1.5% of 360,000 active | AID 624466;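 active = inhibition above a per-plate cutoff, the mean inhibition of test compounds on that plate plus 3 SD, cut at about 49% in these data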;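 also: 0% = DMSO plus EC80 beta-PEA response and 100% = DMSO alone without agonist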
#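 Material: RD-HGA16 CHO cells with stable hTAAR1 and Gα16; Dosing: single nominal final test compound concentration of 3 µM; Schedule: seeding 17-24 h prior, 75-min 37 °C, 30-min RT dye loading; Detection: kinetic Fluo-8 calcium fluorescence measurement; Measure: % inhibition from peak post-agonist over basal fluorescence ratio; Benchmarks: vehicle and agonist controls.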
# Numbers without * were called inactive; · = no result given. Random draw from the library; overall some 4.4% were active at least once.
[1] COc1ccccc1N1CCN(S(=O)(=O)c2cn(C)nc2C)CC1
[2] O=C(CP(=O)(c1ccccc1)c1ccccc1)Nc1cccc(CP(=O)(c2ccccc2)c2ccccc2)c1
[3] Cc1c(NC(=O)Nc2ccc(Cl)c(Cl)c2)c(=O)n(-c2ccccc2)n1C
[4] CC(=O)OCC(=O)Nc1cc(S(=O)(=O)N2CCCCCC2)ccc1Cl
[5] Cc1ccc(CNC(=O)C(=O)c2cn(CC(=O)N3CCOCC3)c3ccccc23)cc1
[6] CC(=O)NC1(C(=O)O)CCCC1
[7] COc1ccc(-c2cc(-c3cc(OC)ccc3O)[nH]n2)cc1
[8] CC1CCN(S(=O)(=O)c2cn(CC(=O)N3CCN(C)CC3)c(=O)c3ccccc23)CC1
compound no.	1	2	3	4	5	6	7	8
M1 ag parental	-0.1	0.1	4.7	1.0	1.7	0.9	-0.3	0.0
CHO parental Ca	-7.3	-31.8	31.9	-5.1	-12.2	7.7	-11.1	·
CHO-K1 Ca PAM	-2.3	-9.4	0.9	18.6	5.6	3.4	-0.4	4.6
CHO-K1 Ca antag	-1.4	1.1	19.9	-12.9	-6.5	-8.7	5.2	-3.8
M1 antag	-4.1	-15.2	39.8*	-3.4	-0.7	-20.6	5.7	-9.3
M1 PAM	2.7	12.2	-2.2	4.9	0.3	12.3	-1.7	14.2
M1 ag	-1.4	-4.2	-2.9	-1.9	-2.0	-0.1	-4.3	-3.4
TAAR1 agonist	0.4	4.5	14.4	2.4	1.3	1.3	7.9	1.6
TAAR1 antagonist	-4.2	-30.5	7.1	-19.9	2.4	-5.0	-3.7	5.9

[9] CCOC(=O)C1CCN(S(=O)(=O)Cc2ccc(Cl)cc2)CC1
[10] CC1(C)Cc2c(cnn2-c2ccc(F)cc2)C(NC(=O)CCN2CCCC2=O)C1 (stereo not given)
[11] Cc1cc(C)cc(C(=O)/C=C2\NC(=O)CS2)c1
[12] CC1(C)O[C@@H]2[C@H](O1)[C@@H](COS(=O)(=O)O)O[C@H]2n1cc(Br)c(=O)[nH]c1=O
[13] CCN(C(=O)c1cc2cccc(OC)c2oc1=O)c1ccccc1
[14] Cc1cccc(CCNC(=O)CCc2nc(-c3ccccc3F)no2)c1
[15] C=CCn1c(=N)n(CC(=O)c2ccc(Cl)cc2)c2ccccc21
[16] CCOc1ccc(-c2cc(CCCC(=O)NCc3ccco3)no2)cc1
compound no.	9	10	11	12	13	14	15	16
M1 ag parental	2.2	0.3	0.3	-0.1	-0.1	2.6	4.0	2.0
CHO parental Ca	-7.2	-10.5	-5.5	-2.5	-8.0	-15.6	-20.0	-13.8
CHO-K1 Ca PAM	-13.0	6.0	10.3	-7.6	-0.9	11.7	-9.7	16.1
CHO-K1 Ca antag	14.2	-7.1	2.2	-2.0	-9.6	-10.8	-6.8	4.3
M1 antag	13.1	-11.5	-6.7	3.5	1.0	2.4	3.3	-9.5
M1 PAM	-8.4	2.0	5.4	3.2	-0.5	-1.6	-4.2	1.4
M1 ag	4.9	-2.3	0.2	-1.4	-4.1	-2.6	-5.3	-2.7
TAAR1 agonist	8.6	0.6	5.8	4.0	0.7	17.0	13.4	0.8
TAAR1 antagonist	-8.2	8.0	-0.8	-4.9	1.3	-8.2	-5.0	-3.7

[17] CCOC(=O)C1CCCN(Cc2ccc(OCC)cc2)C1 (stereo not given)
[18] Cc1ccc(Cc2c(-c3cccc(Br)c3)nc3ccc(Br)cn23)cc1
[19] O=C(NNC1=C(C(=O)C(F)(F)F)CCC1)c1cccc(O)c1
[20] Cc1occc1C(=O)Nc1c(F)c(F)c(F)c(F)c1F
[21] CCOc1ccc(NC(=NCc2ccc3c(c2)OCO3)SC2CC(=O)N(c3ccccc3)C2=O)cc1 (stereo not given)
[22] O=C(NCc1ccccn1)c1c(Cl)cccc1Cl
[23] O=C1CCCN1CCC1CCN(C(=O)Nc2ccccc2)CC1
[24] O=C(NCCCN1CCOCC1)c1ccc(CS(=O)(=O)Cc2ccc(Cl)cc2)o1
compound no.	17	18	19	20	21	22	23	24
M1 ag parental	4.0	-1.0	1.5	0.7	-0.2	0.1	0.6	0.1
CHO parental Ca	-11.4	·	-4.8	-8.7	1.1	-5.6	-9.1	-8.8
CHO-K1 Ca PAM	18.8	3.6	18.7	14.1	-3.6	19.7	21.4	26.1
CHO-K1 Ca antag	-5.3	-31.3	-5.6	0.0	5.2	-7.2	-14.4	-10.5
M1 antag	2.5	-19.7	-29.3	-15.3	-3.7	-26.6	-6.6	-8.8
M1 PAM	-9.2	0.6	2.0	8.7	4.9	5.3	6.0	1.0
M1 ag	30.9*	-2.7	-0.9	-5.1	-1.6	-3.7	-4.5	-6.9
TAAR1 agonist	1.5	-2.0	10.3	9.4	3.3	-1.0	·	4.7
TAAR1 antagonist	-21.9	-10.4	-0.5	-2.4	-6.9	7.4	·	1.2

# Whole records, quoted from the list:
# Record of O=C(NNC1=C(C(=O)C(F)(F)F)CCC1)c1cccc(O)c1 : M1 ag parental: 1.5; CHO parental Ca: -4.8; CHO-K1 Ca PAM: 18.7; CHO-K1 Ca antag: -5.6; M1 antag: -29.3; M1 PAM: 2.0; M1 ag: -0.9; TAAR1 agonist: 10.3; TAAR1 antagonist: -0.5
# Record of Cc1ccc(Cc2c(-c3cccc(Br)c3)nc3ccc(Br)cn23)cc1 : M1 ag parental: -1.0; CHO parental Ca: ·; CHO-K1 Ca PAM: 3.6; CHO-K1 Ca antag: -31.3; M1 antag: -19.7; M1 PAM: 0.6; M1 ag: -2.7; TAAR1 agonist: -2.0; TAAR1 antagonist: -10.4

# Next part
[25] O=C(NCC1OCCc2ccccc21)c1ccc(NC(=O)c2cccc(Br)c2)cc1 (stereo not given)
[26] Cc1onc(-c2ccccc2)c1C(=O)NCc1ccccc1F
[27] OCC1(CO)COC(CCc2ccccc2)=N1
[28] CCOc1ccc(NC(=O)CC(NCc2ccccn2)C(=O)O)cc1 (stereo not given)
[29] CC1=C(C(=O)OCc2ccccc2)C(c2ccccc2Br)NC(=O)N1 (stereo not given)
[30] COC(=O)c1c(/N=C/NOCc2ccc(Cl)cc2)sc2c1CCN(c1ncc(C(F)(F)F)cc1Cl)C2
[31] CC(C)C[C@H](NC(=O)c1[nH]cnc1C(=O)N[C@@H](C)c1ccccc1)C(=O)OCc1ccccc1
[32] CCN(c1ccc(OC)cc1)S(=O)(=O)c1ccc(-c2ccc(=O)[nH]n2)o1
compound no.	25	26	27	28	29	30	31	32
M1 ag parental	0.9	0.4	0.2	0.7	2.3	0.0	1.3	2.6
CHO parental Ca	-17.0	2.5	6.9	-16.5	-5.8	-26.5	-5.4	-14.7
CHO-K1 Ca PAM	16.9	0.3	2.5	16.5	8.5	0.5	10.9	-0.2
CHO-K1 Ca antag	-4.8	-8.2	5.0	-2.9	1.1	2.4	-13.2	2.7
M1 antag	4.5	-7.0	-10.4	4.8	-1.1	-12.6	4.9	-4.3
M1 PAM	2.1	18.9	7.8	-2.2	2.7	7.5	-4.4	9.5
M1 ag	-5.4	-2.6	-4.2	-4.3	-6.1	-4.0	-3.8	2.5
TAAR1 agonist	1.3	-0.4	1.4	9.0	12.0	2.8	·	1.3
TAAR1 antagonist	25.0	-5.3	-13.3	7.6	6.0	10.2	·	14.3

# By substructure, those above with a CF3 group
[19] O=C(NNC1=C(C(=O)C(F)(F)F)CCC1)c1cccc(O)c1
[30] COC(=O)c1c(/N=C/NOCc2ccc(Cl)cc2)sc2c1CCN(c1ncc(C(F)(F)F)cc1Cl)C2
compound no.	19	30
M1 ag parental	1.5	0.0
CHO parental Ca	-4.8	-26.5
CHO-K1 Ca PAM	18.7	0.5
CHO-K1 Ca antag	-5.6	2.4
M1 antag	-29.3	-12.6
M1 PAM	2.0	7.5
M1 ag	-0.9	-4.0
TAAR1 agonist	10.3	2.8
TAAR1 antagonist	-0.5	10.2

# (more compounds)
[33] O=C(O)CCc1nn2c3ccccc3n(CC(=O)O)c2nc1=O
[34] C/C(=N\Nc1ccccn1)c1ccc(N2CCOCC2)cc1
[35] O=C1CSC(=S)N1
[36] O=C(NCc1ccco1)c1ccc(COc2ccccc2[N+](=O)[O-])o1
[37] COc1cccc(CN2CCN(C(=O)c3cccs3)CC2)c1OC
[38] Cc1ccc(Nc2nc(=O)c3cccnc3s2)c(Br)c1
[39] CC#CCCCC(=O)Nc1cc(OC)nc(OC)n1
[40] CCc1ccc(C2=Nn3c(nnc3-c3cccs3)SC2)cc1
compound no.	33	34	35	36	37	38	39	40
M1 ag parental	-0.1	1.5	0.3	1.1	0.3	0.2	1.0	0.6
CHO parental Ca	-7.4	-17.2	-7.0	-11.0	-15.3	-11.3	-13.4	-19.5
CHO-K1 Ca PAM	11.3	19.9	0.3	-13.3	-4.5	6.3	19.7	22.8
CHO-K1 Ca antag	-4.4	-13.0	-2.0	-7.0	-7.8	-15.6	1.9	-10.9
M1 antag	-7.6	-8.8	-21.6	-2.6	-6.2	-5.1	-3.1	-7.8
M1 PAM	15.0	9.5	2.5	0.0	4.1	5.2	7.9	9.8
M1 ag	-0.6	-6.8	1.1	-3.9	-3.9	-1.1	-5.1	-2.5
TAAR1 agonist	3.6	3.3	-0.2	-0.6	3.6	-0.3	7.6	7.3
TAAR1 antagonist	6.5	-32.7	2.1	-12.4	-12.0	-37.1	-6.0	15.8

[41] COc1cccc(N2C(=O)CC(Nc3ccc(N4CCOCC4)cc3)C2=O)c1 (stereo not given)
[42] Cc1ccc(C)c(C(C)NC(=O)C2CC=CCC2C(=O)O)c1 (stereo not given)
[43] COc1ccc(NC(=O)C2CC2(Cl)Cl)cc1S(=O)(=O)N1CCCCC1 (stereo not given)
[44] CC1CC(C)CN(CCCNC(=O)CCC(=O)N2CCOc3ccccc32)C1 (stereo not given)
[45] COc1ccccc1C(=O)COC(=O)c1c(-c2ccccc2)noc1C
[46] Cc1cccnc1Sc1c([N+](=O)[O-])ncn1C
[47] COc1ccc(OC)c(C2C(C(=O)c3ccc(C)o3)=C(O)C(=O)N2CCCN2CCOCC2)c1 (stereo not given)
[48] CCOC(=O)C1(Cc2cccc(OC)c2)CCN(Cc2ccccc2OC)CC1
compound no.	41	42	43	44	45	46	47	48
M1 ag parental	0.9	0.0	5.9	-0.5	0.0	0.6	-0.2	1.2
CHO parental Ca	4.7	4.8	·	5.2	-14.0	-3.3	2.6	-21.3
CHO-K1 Ca PAM	17.2	13.0	10.9	-1.7	24.9	14.5	-2.0	4.8
CHO-K1 Ca antag	-23.0	-19.2	-20.0	0.2	-12.2	-7.2	-5.1	2.7
M1 antag	-13.7	-6.4	-10.6	-5.1	-6.6	5.2	-5.3	-0.9
M1 PAM	4.5	5.8	1.7	8.8	-0.2	1.4	7.3	8.4
M1 ag	-2.8	-2.6	2.8	-8.3	-5.2	-2.6	-1.6	-12.8
TAAR1 agonist	·	-1.2	17.7	-0.1	0.4	2.7	14.0	5.6
TAAR1 antagonist	·	-0.1	14.5	-17.0	5.6	-3.7	-8.1	-10.3
